Screening data as filed in PubChem.
D2 ag: agonists of human D2 dopamine receptor. HEK293 T-REx D2 cells, calcium flux agonist mode. activation, % at 2 µM. actives 0.53% (n = 340,000). AID 485358;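 active = activation over 3 SD above normal in the single-dose calcium agonist read, cut at about 30% in these data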; also: 0% is about no effect
Target sequence (P14416 whole entry, looked up): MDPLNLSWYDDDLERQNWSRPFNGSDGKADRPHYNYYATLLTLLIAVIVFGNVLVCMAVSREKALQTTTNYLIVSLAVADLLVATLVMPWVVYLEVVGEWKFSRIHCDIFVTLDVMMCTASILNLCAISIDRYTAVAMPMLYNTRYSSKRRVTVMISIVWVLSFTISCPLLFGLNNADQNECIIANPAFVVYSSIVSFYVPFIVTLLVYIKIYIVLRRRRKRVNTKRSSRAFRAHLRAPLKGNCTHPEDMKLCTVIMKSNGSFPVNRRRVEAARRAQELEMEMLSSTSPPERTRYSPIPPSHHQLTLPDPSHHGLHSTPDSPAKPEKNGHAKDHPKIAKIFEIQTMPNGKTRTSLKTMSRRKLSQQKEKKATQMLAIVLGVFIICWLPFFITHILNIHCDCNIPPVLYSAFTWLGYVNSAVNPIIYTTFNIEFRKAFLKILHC
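In this primary screen, compounds producing a positive calcium signal within 180 s of addition to tetracycline-induced, force-coupled HEK293 Trex D2 cells are flagged; cells are dye-loaded with a no-wash calcium kit beforehand.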
TRHR ag: TRH receptor (human) agonism | P34981 | TRHR cells, calcium flux fluo-8, FDSS agonist mode | activation, % at 2 µM | actives 0.18% (n = 360,000) | AID 493084; also: 0% is about no effect
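Steps: seed TRHR cells overnight; add fluo-8 no-wash Ca dye, RT 30 min–1.5 h; record 10 s baseline; pin-transfer compounds; monitor fluorescence 1 cycle/s for the agonist window. Calcium increases flag candidate agonists.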
RXFP1 antagonist: antagonists of human relaxin receptor RXFP1 | HEK293-RXFP1, relaxin-stimulated cAMP HTRF, 30 min; active compounds read low | activity change, negative = inhibition, % at 57.5 µM | actives 0.59% (n = 350,000) | AID 1259400;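 active = activity change of -60% or lower, but not beyond a set lower limit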; also: % is scaled to controls: 0 for no effect and ±100 for the full control effect
D1 PAM: human D1 dopamine receptor positive modulation | P21728 | HEK293 TREx D1 cells, calcium flux, dopamine EC20 potentiation | potentiation, % at 10 µM | actives 0.036% (n = 360,000); in the data active = potentiation above about 30%; also: 0% is about no effect
Target sequence (P21728 whole entry, looked up): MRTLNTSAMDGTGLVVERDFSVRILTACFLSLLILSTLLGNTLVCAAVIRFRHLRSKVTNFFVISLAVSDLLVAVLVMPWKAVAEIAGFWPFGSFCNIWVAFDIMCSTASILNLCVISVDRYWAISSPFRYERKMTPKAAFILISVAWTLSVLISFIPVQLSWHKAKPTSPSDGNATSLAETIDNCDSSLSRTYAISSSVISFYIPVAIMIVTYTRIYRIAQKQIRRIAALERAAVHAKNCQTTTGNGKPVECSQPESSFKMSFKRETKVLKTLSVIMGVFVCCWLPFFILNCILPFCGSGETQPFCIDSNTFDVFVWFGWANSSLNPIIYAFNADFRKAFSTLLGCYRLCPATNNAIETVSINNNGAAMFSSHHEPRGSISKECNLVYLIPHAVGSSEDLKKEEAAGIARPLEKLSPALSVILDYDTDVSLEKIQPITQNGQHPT
D2 PAM: positively modulates the human D2 dopamine receptor allosterically; HEK293 T-REx D2, calcium flux, EC20 dopamine potentiation; potentiation, % at 10 µM; P14416; actives 0.34% (n = 340,000);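 active = potentiation over 3 SD above the plate norm, cut at about 30% in these data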; also: 0% is about no effect
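Primary screen. Calcium kinetics in induced HEK293 T-REx D2 cells: compound pre-addition 180 s, EC20 dopamine, 180 s more.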
D2 antagonist: antagonizes the human D2 dopamine receptor; HEK293 TREx D2 cells, calcium flux, dopamine EC80; inhibition, % at 10 µM; actives 2% (n = 340,000); AID 485344; in the data active = inhibition above about 30%; also: 0% is about no effect
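Read-out: kinetic calcium fluorescence (1 cycle/s) in inducible HEK293 T-REx D2 cells after an EC80 dopamine addition that followed 180 s compound preincubation. Loss of the dopamine response indicates antagonism.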
D1 agonist: activates the human D1 dopamine receptor | actives 1% (n = 360,000) | P21728 | activation, % at 2 µM | HEK293 T-REx D1 cells, calcium flux, agonist mode; also: 0% is about no effect
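Tetracycline-induced HEK293 TREx D1 cells, force-coupled to calcium signalling, were dye-loaded with a no-wash calcium kit. Compound was pin-added after a 10 s baseline. Fluorescence was read kinetically at 1 cycle/s for 180 s, with calcium rises flagged as agonism.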
D1 antagonist: blocks dopamine activation of the human D1 receptor; HEK293 TREx D1 cells, calcium flux, dopamine EC80; active compounds read low; actives 3.2% (n = 360,000); activity change, negative = inhibition, % at 10 µM; P21728; in the data active = activity change below about -30%; also: % is scaled to controls: 0 for no effect and ±100 for the full control effect
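Antagonism measured as reduced calcium response to an EC80 dopamine addition following 180 s compound pre-read; cells were inducible HEK293 Trex D1 plated overnight at 30 C, read kinetically at 1 cycle/sec.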
TRHR enhancer: allosteric enhancers of human TRH receptor. TRHR cells, fluo-8 calcium fluorescence, EC20 TRH enhancement. actives 0.66% (n = 360,000). enhancement, % at 2 µM. P34981; in the data active = enhancement above about 30%; also: 0% is about no effect
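Enhancer read-out: after compound pinning and an initial kinetic agonist-mode read, an EC20 of TRH (10 nM final) was injected and fluo-8 calcium signal (Ex 480/Em 530) followed at 1 s/cycle for 100 cycles in TRHR-expressing cells.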
* = called active by the depositor; . = no result given. Rule as the data show it, unless noted: active = activation above about 30%; inactive = the rest.

SMILES | D2 ag | TRHR ag | RXFP1 antagonist | D1 PAM | D2 PAM | D2 antagonist | D1 agonist | D1 antagonist | TRHR enhancer
Cc1cccc(OCCn2c(CCCO)nc3ccccc32)c1 | 0.6 | -0.6 | 11.7 | -0.8 | -13.3 | 10.7 | 4.8 | -4.9 | 5.2
CCOC(=O)c1c(NC(C)=O)sc2c1CCN(Cc1ccccc1)C2 | 25.2 | 4.5 | -0.7 | -4.5 | -19.2 | -2.2 | 5.7 | 10.6 | -3.8
COCc1nnc(NC(=O)c2cccs2)s1 | -0.2 | 0.1 | 21.0 | -5.7 | 0.4 | -7.2 | 3.0 | 18.8 | -3.3
COc1cc(C(=O)OCc2cc(=O)n3nc(C4CCCCC4)sc3n2)cc(OC)c1OC | 0.2 | -0.5 | . | -5.4 | 2.6 | . | 1.0 | 4.3 | 0.7
Cc1scc(C(=O)NCc2ccco2)c1-c1ccccc1 | 0.0 | -0.7 | -22.3 | 2.5 | 3.0 | 5.1 | 2.9 | -16.5 | -2.3
Cc1ccccc1CS(=O)(=O)CCC(=O)NCCCN1CCN(c2ccccc2F)CC1 | 42.8* | 0.0 | -1.0 | -10.1 | -25.3 | 55.2* | -0.8 | -5.6 | 5.5
O=C(O)c1cc(NC(=O)c2ccccc2F)cc(NC(=O)c2ccccc2F)c1 | -0.4 | -2.8 | -0.6 | -2.0 | 12.9 | 4.3 | 4.6 | 17.1 | 4.1
CCCC(=O)NC(=S)Nc1cc(-c2nc3ncccc3o2)ccc1C | 0.8 | 1.6 | 0.5 | 7.6 | 8.8 | -6.3 | 5.9 | 9.3 | 0.6
CC(C)CCNC(=O)COc1ccc2c3c(c(=O)oc2c1)CCC3 | -0.7 | -0.7 | -12.6 | -2.8 | 12.8 | -10.3 | 3.2 | 11.2 | 8.2
Cc1ccc2nc3nc(NCC4CCCO4)c(C(=O)NC4CCCC4)cc3c(=O)n2c1 (stereo unspecified) | -1.0 | -1.2 | -10.9 | 2.1 | -7.3 | -9.4 | 5.3 | -21.5 | 8.6
O=c1c(Br)c(N2CCOCC2)cnn1-c1ccccc1 | -0.2 | -0.5 | 3.1 | -4.2 | . | -11.6 | 3.3 | -7.3 | -5.1
CCOc1ccc(NC(=O)C(C)Sc2nnc(C)n2C)cc1 (stereo unspecified) | -0.8 | 0.3 | 17.8 | -4.5 | -3.6 | 0.9 | -1.5 | -0.2 | 3.9
COC(=O)c1ccccc1NS(C)(=O)=O | -0.6 | 0.1 | . | 1.5 | 1.7 | -7.2 | -0.3 | -2.3 | 0.1
CCCCc1ccc(NC(=O)c2c(C)noc2C)cc1 | 2.6 | -0.7 | -2.0 | -0.6 | . | 1.2 | 1.6 | 0.8 | -5.7
CC1(C)CC(=O)C2=C(C1)N=C1c3ccccc3C(=O)C1C2c1ccc(Cl)cc1 (stereo unspecified) | 0.3 | -0.6 | -15.5 | -1.6 | -7.6 | 8.0 | 0.6 | -22.2 | 0.1
CCOC(=O)C1CCN(c2nc(N)c3c(N)nc(SCC(=O)O)cc3c2C#N)CC1 | -0.1 | -0.4 | -3.4 | 5.3 | 15.4 | 1.2 | 1.0 | 4.8 | -17.4
CC(Sc1nnc2ccc3ccccc3n12)C(=O)Nc1ccc(Cl)cc1 (stereo unspecified) | -0.6 | 0.4 | 6.0 | -0.7 | 8.5 | . | 0.4 | 4.8 | 0.3
CCOc1ccc(-c2nnc(SCC(=O)NCc3ccc(C)cc3)nc2-c2ccc(OCC)cc2)cc1 | -0.3 | -0.4 | -10.7 | 1.2 | -2.6 | . | 0.0 | -12.5 | -4.7
COc1ccc(N2CCN(Cc3nc4c(c(=O)n(C)c(=O)n4C)n3C(C)C(C)=O)CC2)cc1 (stereo unspecified) | -0.3 | -0.9 | -11.1 | -2.2 | 5.2 | 7.2 | 1.8 | 3.8 | -5.2
CNC(=O)/C(C#N)=C1/SC(Cc2ccc(F)cc2)C(=O)N1c1ccccc1 (stereo unspecified) | -0.3 | 0.3 | -10.4 | -1.1 | 8.8 | 0.9 | 4.9 | -9.9 | -2.7
CCOc1ccccc1NC(=O)NC1(C(=O)NCC2CCCO2)CCCCC1 (stereo unspecified) | 1.3 | 0.1 | 15.5 | 0.9 | -3.4 | 6.0 | -0.5 | -2.2 | -2.4
Cc1ccccc1NC(=O)CSc1ccc2nnc(-c3ccccn3)n2n1 | -0.4 | 1.3 | 1.5 | -6.0 | 11.3 | 28.7 | 2.2 | -13.0 | -1.9
COc1ccc(CN2CCNC(=O)C2CC(=O)NCCC2=CCCCC2)c(F)c1 (stereo unspecified) | -0.7 | 8.2 | -2.0 | -11.8 | 9.4 | 10.6 | 1.9 | 21.4 | -6.5
CCN(C(=O)c1cc2ccccc2oc1=O)c1ccccc1 | 0.7 | -0.1 | 1.0 | -4.9 | 22.6 | 8.4 | 1.5 | -5.4 | -7.6
CCn1nc(NS(=O)(=O)c2ccccc2)c2cc3ccccc3nc21 | 0.9 | 0.5 | 13.4 | -1.4 | -3.8 | -6.1 | 3.3 | -0.2 | 0.3

The list continues:
SMILES | D2 ag | TRHR ag | RXFP1 antagonist | D1 PAM | D2 PAM | D2 antagonist | D1 agonist | D1 antagonist | TRHR enhancer
N#Cc1cc([N+](=O)[O-])ccc1NC(=O)COC(=O)C1CC2CCCC(C1)C2=O (stereo unspecified) | -0.4 | -0.5 | 3.0 | -1.9 | 10.4 | -18.2 | 5.6 | 2.9 | 7.5
Cn1c(=O)cc(OCC(=O)NCCc2ccc(Cl)cc2)c2ccccc21 | -0.2 | -0.5 | -0.2 | 3.9 | -3.2 | 15.4 | -0.5 | 4.5 | -4.8
CCn1c(/N=C/c2c[nH]c3ccccc23)nc2ccccc21 | -0.2 | -0.3 | -13.0 | -3.8 | -10.9 | 12.6 | 1.0 | 2.0 | -6.7
O=C(NCCC(=O)N(CCc1ccccc1)Cc1ccccc1)c1ccc([N+](=O)[O-])cc1 | -0.6 | -0.1 | -2.7 | -11.3 | 4.8 | 0.6 | 1.1 | -4.3 | -2.2
CC(C)CNC(=S)Nc1ccc(F)cc1 | -0.9 | -0.2 | -9.1 | -4.5 | -15.1 | 1.3 | 1.7 | 12.4 | 10.7
Cc1nnsc1NC(=O)OCC(C)(C)C | 1.0 | 0.7 | 0.1 | -4.2 | -11.1 | 2.4 | 2.0 | 4.9 | 13.6
CCOC(=O)N1CCN(C(=O)c2ccc(Cl)nc2)CC1 | 0.7 | 0.8 | -8.1 | 2.1 | 0.3 | -5.1 | 3.2 | 17.8 | 6.0
COc1ccc(-c2noc(CCC(=O)NCc3ccc(OC)cc3OC)n2)cc1 | -0.4 | -1.3 | . | -3.5 | 1.4 | . | 6.7 | -10.8 | 7.7
O=C(C1CCCCC1)N1CCC(CO)(Cc2ccccc2Cl)CC1 | 0.1 | 0.6 | -6.1 | -0.2 | -2.6 | 9.0 | 4.4 | 12.1 | -6.4
COc1ccc(-n2ncc(C(=O)N3CCOCC3)c2C2CCN(C(=O)OC(C)(C)C)CC2)cc1 | -0.2 | 1.2 | -12.2 | -3.5 | . | . | 0.4 | -4.6 | -15.3
COCCNC(=S)c1ccc(Br)cc1 | 0.2 | -1.6 | -3.6 | -5.1 | 5.9 | -22.9 | 2.5 | -2.7 | 14.7
Cc1ccccc1C(=O)Nc1sc2c(c1C(=O)O)CCC2 | -0.1 | 0.0 | -28.3 | 0.5 | 4.7 | -18.3 | 0.9 | 1.4 | -7.7
CSc1ccccc1NC(=O)CN(C)Cc1cc(=O)n2ccsc2n1 | -0.5 | -0.3 | 6.7 | -1.4 | 7.6 | 4.2 | 2.8 | 7.6 | 6.8
NC(=O)CSc1nnc(-c2ccc([N+](=O)[O-])cc2)o1 | 1.3 | 0.1 | 0.9 | -6.8 | -0.8 | 5.5 | 2.6 | -0.8 | -5.4
O=C(N/N=C/c1ccccn1)C(O)c1ccccc1 (stereo unspecified) | 0.3 | 0.2 | -2.8 | -1.4 | 2.7 | 3.5 | 2.1 | -10.2 | -1.5
O=[N+]([O-])c1cc(S(=O)(=O)N2CCCC2)ccc1NN=C1CCCC1 | -1.2 | 0.0 | -15.3 | -0.7 | -4.8 | -4.7 | -0.1 | -0.7 | -2.0
CCc1c(C)nc2ncnn2c1NCCc1ccccc1 | -0.5 | -1.1 | 0.1 | -7.6 | -1.7 | 6.4 | 13.1 | -18.2 | -2.2
CN1CCN(c2nc(-c3ccc(Cl)cc3)cc(=O)[nH]2)CC1 | -0.5 | -0.1 | -1.3 | -9.3 | -1.9 | -7.7 | 3.9 | -7.2 | -1.3
O=C(Cc1cccc2ccccc12)NCCOc1ccccc1F | -1.5 | -0.7 | -19.0 | -6.2 | -4.0 | -0.9 | 1.8 | -5.6 | -1.8
O=C(NCSc1ccnc(SCNC(=O)c2ccccc2)n1)c1ccccc1 | 0.6 | 0.0 | 8.7 | -0.7 | -10.6 | 23.1 | 1.3 | 2.8 | 2.0
CC1(NC(=O)Cc2ccc(S(=O)(=O)N3CCOCC3)s2)CCS(=O)(=O)C1 (stereo unspecified) | 0.1 | 0.3 | 6.0 | -1.9 | 0.0 | -11.0 | 2.8 | 2.3 | -0.6
CN(C)CCC(=O)c1ccc2c(c1)OCO2 | 0.5 | 3.5 | 1.8 | -6.8 | 2.9 | 9.9 | 7.4 | -0.6 | 0.2
COCCCNC(=O)c1ccc(Cn2c(=O)c3cccn3c3cccnc32)cc1 | 0.2 | 0.2 | -11.0 | -4.5 | -11.1 | . | 0.9 | -8.0 | -1.6
CCCNC(=O)C1CN(S(=O)(=O)c2ccc(Cl)s2)c2ccccc2O1 (stereo unspecified) | -0.3 | 0.3 | -10.6 | -4.2 | -3.9 | -8.5 | 1.6 | -11.5 | -6.5
O=C(NC1CCCCCC1)C1Cc2ccccc2CN1C(=O)c1ccco1 (stereo unspecified) | 0.4 | 0.1 | -5.3 | -3.6 | -6.1 | 4.5 | 1.1 | -22.5 | -6.6
COc1ccc(OC)c(NC(=O)c2nc(SCc3ccc(F)cc3)ncc2Cl)c1 | 0.1 | -0.5 | -1.4 | -0.3 | -2.4 | . | 0.7 | -1.9 | 2.1
Cc1cc(NCCCOC(C)C)n2c(nc3ccccc32)c1C#N | -0.6 | -0.8 | -2.7 | -1.7 | 0.0 | 11.9 | 1.5 | -12.4 | -3.0

Reformatted: entries from further up.
Every second line gives: D2 ag, TRHR ag, RXFP1 antagonist, D1 PAM, D2 PAM, D2 antagonist, D1 agonist, D1 antagonist, TRHR enhancer
> CCn1c(/N=C/c2c[nH]c3ccccc23)nc2ccccc21
  -0.2, -0.3, -13.0, -3.8, -10.9, 12.6, 1.0, 2.0, -6.7
> O=C(NCCC(=O)N(CCc1ccccc1)Cc1ccccc1)c1ccc([N+](=O)[O-])cc1
  -0.6, -0.1, -2.7, -11.3, 4.8, 0.6, 1.1, -4.3, -2.2
> CC(C)CNC(=S)Nc1ccc(F)cc1
  -0.9, -0.2, -9.1, -4.5, -15.1, 1.3, 1.7, 12.4, 10.7
> Cc1nnsc1NC(=O)OCC(C)(C)C
  1.0, 0.7, 0.1, -4.2, -11.1, 2.4, 2.0, 4.9, 13.6

Hits appear at their usual frequency; overall some 7.3% were active at least once.
